GLS inh: blocks human kidney-isoform glutaminase activity; O94925; GLS enzymatic activity, qHTS titration; Potency, µM (series often up to 45.5 µM), for the others: top-dose activity change, negative = inhibition, actives largely listed as inhibitors; 410,000 tested, 0.21% active; AID 624170; note: potency is the fitted concentration of half-maximal effect; % is set by controls: 0 for no effect and ±100 for the full control effect
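Assay buffer: 45 mM KH2PO4 pH 8.2, 0.02% Tween-20. hKGA acts on L-glutamine (1 mM solution added); product glutamate is reported by an oxidase/peroxidase Amplex Red coupling, with fluorescence taken at baseline and 30 min.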
BAZ2B block: BAZ2B (human) inhibition; Potency, µM (doses to about 114 µM), for inactives: at the top dose activity change, negative = inhibition, actives largely listed as inhibitors; AlphaScreen BAZ2B-H3K14Ac peptide displacement; AID 504333; 360,000 tested, 4.4% active; note: potency is the fitted concentration of half-maximal effect; % is set by controls: 0 for no effect and ±100 for the full control effect; nearly all actives have a fitted effect of over 60% in size
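Inhibition is scored as reduced AlphaScreen emission. The BAZ2B/b-H3(5-23)K14Ac complex (50 nM each) in PBS pH 7.4, 0.01% Tween-20 meets compound (up to 110 uM) for 30 min at RT before bead addition.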
PI4K2A inh: blocks human PI4K2A kinase activity. Q9BTU6. purified PI4K2A, ADP-Glo luminescence, 1 h; hits give low values. activity change, negative = inhibition, % at 76.9 µM. 420,000 tested, 0.13% active. AID 1346378; in the data active = activity change below about -50%; inconclusive = mostly about -30% to -49%;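 note: -100% = wells without enzyme as full effect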
Target sequence (Q9BTU6 whole entry, looked up): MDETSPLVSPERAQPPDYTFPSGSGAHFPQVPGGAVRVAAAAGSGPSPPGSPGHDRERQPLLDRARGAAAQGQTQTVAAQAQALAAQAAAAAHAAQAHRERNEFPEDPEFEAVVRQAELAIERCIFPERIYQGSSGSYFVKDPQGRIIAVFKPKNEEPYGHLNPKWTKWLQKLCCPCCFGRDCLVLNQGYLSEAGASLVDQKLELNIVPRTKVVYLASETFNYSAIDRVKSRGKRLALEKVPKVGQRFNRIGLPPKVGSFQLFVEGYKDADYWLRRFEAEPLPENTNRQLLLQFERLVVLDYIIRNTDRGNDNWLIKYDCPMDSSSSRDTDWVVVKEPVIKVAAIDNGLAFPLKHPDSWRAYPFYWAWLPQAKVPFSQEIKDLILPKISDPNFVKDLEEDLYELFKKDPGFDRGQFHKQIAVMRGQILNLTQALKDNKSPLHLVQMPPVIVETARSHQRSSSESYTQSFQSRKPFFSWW
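PI4K2A activity was measured by ADP-Glo luminescence: enzyme (4 ug/mL stock) and phosphatidylinositol (1.2 mM stock) in Tris pH 7.5/MgCl2/EGTA/Triton X-100 buffer were reacted with ATP (300 microM stock) for one hour at ambient temperature.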
PGK inhibitor: blocks T. brucei phosphoglycerate kinase; P07378; PGK/GAPDH coupled, Kinase-Glo luminescence, 60 min; Potency, µM (top dose mostly 57.5 µM), for the others: top-dose activity change, negative = inhibition, usual class: inhibitors; 380,000 tested, 0.043% active; note: potency is the fitted concentration of half-maximal effect; % is set by controls: 0 for no effect and ±100 for the full control effect; nearly all actives have a fitted effect of over 60% in size
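Recombinant glycosomal PGK reaction used 1,3-bisphosphoglycerate generated in-well by GAPDH (100nM final) in 100mM TEA pH 7.6, 5mM MgCl2, 0.01% Tween-20. After 60 minutes at room temperature, ATP was read by Kinase-Glo Plus luminescence end-point.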
JMJD2A Tudor: blocks the human JMJD2A Tudor domain; O75164; AlphaScreen JMJD2A-Tudor / H3K4me3 peptide binding; Potency, µM (top dose mostly 114 µM), for the others: top-dose activity change, negative = inhibition, actives largely listed as inhibitors; 390,000 tested, 4.4% active; AID 504339; note: potency is the fitted concentration of half-maximal effect; % is set by controls: 0 for no effect and ±100 for the full control effect; nearly all actives have a fitted effect of over 50% in size
HP1b binding inh: HP1-beta chromodomain-methylated histone interaction inhibition | Potency, µM (doses to about 114 µM), for inactives: at the highest dose activity change, negative = inhibition, most hits filed as inhibitors | 390,000 tested, 0.56% active | AlphaScreen HP1-beta / biotin-H3K9me3 peptide binding; note: potency is the fitted concentration of half-maximal effect; nearly all actives have a fitted effect of over 70% in size; inactives centre near 23
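Compound inhibition of the preformed complex between 50 nM HP1-beta and 50 nM biotinylated H3K9me3 peptide was read by AlphaScreen. Buffer was PBS pH 7.4 with 0.01% Tween-20. Incubations ran 30 min at room temperature, with 10 ug/mL donor/acceptor beads.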
ERG Ets-DNA blk: ERG Ets/DNA interaction inhibition; fluorescence polarization, His-ERG Ets domain / labelled DNA; Potency, µM (series often up to 76.9 µM), inactives show top-dose FP activity, negative = inhibition, actives largely listed as inhibitors; 370,000 tested, 0.028% active; AID 624246; active = well fitted inhibition curve with a large enough effect in the polarisation, with a control signal flat; inconclusive = small, poorly fitted or top-dose-only effect, or effect the other way, or a change in a side signal; inactive = no such curve, though single readings can be large or run the other way; the % refers to the polarisation;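 note: polarization taken with two DNA probes labelled with fluorescein and Texas red; potency is the fitted concentration of half-maximal effect; % of control where 0% means no effect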
Target sequence (P11308 whole entry, looked up, the tested form may be a part): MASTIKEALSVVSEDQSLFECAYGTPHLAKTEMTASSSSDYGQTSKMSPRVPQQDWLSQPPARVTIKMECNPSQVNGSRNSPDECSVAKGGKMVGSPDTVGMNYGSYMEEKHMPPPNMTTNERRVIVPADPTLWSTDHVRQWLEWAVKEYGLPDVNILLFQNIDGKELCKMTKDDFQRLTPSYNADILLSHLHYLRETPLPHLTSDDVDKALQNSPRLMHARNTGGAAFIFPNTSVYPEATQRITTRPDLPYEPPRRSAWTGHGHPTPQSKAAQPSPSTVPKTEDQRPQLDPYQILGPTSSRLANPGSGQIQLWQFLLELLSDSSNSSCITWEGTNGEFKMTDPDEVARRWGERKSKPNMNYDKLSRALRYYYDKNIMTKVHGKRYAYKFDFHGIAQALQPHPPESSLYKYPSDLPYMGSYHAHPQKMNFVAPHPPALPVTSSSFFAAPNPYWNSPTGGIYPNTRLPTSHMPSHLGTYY
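His-tagged ERG Ets domain (1 uM in the protein solution; 300mM KCl, 50mM Tris-HCl, 1mM EDTA, 1mM DTT, pH 7.5) received compound, then a probe mix of 5 nM fluorescein-DNA and 100nM Texas-615-DNA. Fluorescence polarization was read for both dyes.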
Pin1 inhibitor: inhibitors of human Pin1; Pin1 FP peptide displacement, HiFluor488, 10 min; Potency, µM (top dose mostly 115 µM), without a hit: at the top dose activity, negative = inhibition, hits mostly inhibitors; 390,000 tested, 0.009% active; active = well fitted inhibition curve with a large enough effect in the polarisation, with a control signal flat, not every such curve was filed as active; inconclusive = small, poorly fitted or top-dose-only effect, or effect the other way, or a change in a side signal; inactive = no such curve, though single readings can be large or run the other way; the % refers to the polarisation; note: potency is the fitted concentration of half-maximal effect; % is set by controls: 0 for no effect and ±100 for the full control effect
G9a inh: G9a (human) methyltransferase inhibition | Potency, µM (top dose mostly 102 µM), without a hit: at the top dose activity, negative = inhibition, usual class: inhibitors | Q96KQ7 | AID 504332 | 350,000 tested, 8.8% active | G9a H3K9 monomethylation, AlphaScreen, 2 h; note: potency is the fitted concentration of half-maximal effect; % is set by controls: 0 for no effect and ±100 for the full control effect; nearly all actives have a fitted effect of over 75% in size
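AlphaScreen read-out: biotin-H3K9 peptide (500 nM) methylation by 20 nM enzyme with 20 uM SAM, 2 h at room temperature after 15 min compound preincubation; anti-monomethyl H3K9 antibody plus donor/acceptor beads, 10 min dark.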
* hit, by the source's call; i = inactive; u = inconclusive; x = no result given; [ ] = dose if it differs, or a comment. Unless noted, calls come from the whole dose curve; as a rule, active = well fitted curve in the direction sought with a large enough effect; inconclusive = small, poorly fitted or top-dose-only effect, or another doubt; inactive = no such curve, though single readings can be large; an effect the other way counts as inactive or inconclusive.

No.	canonical_smiles	GLS inh	BAZ2B block	PI4K2A inh	PGK inhibitor	JMJD2A Tudor	HP1b binding inh	ERG Ets-DNA blk	Pin1 inhibitor	G9a inh
1	COc1ccccc1NC(=O)Cn1c(=O)n(Cc2ccc3c(c2)OCO3)c(=O)c2oc3ccccc3c21	-10%	-6%	9	-1%	-1%	33%	6%	6%	-8%[59 µM]
2	NS(=O)(=O)c1ccc(CCNC(=O)c2ccc(Br)s2)cc1	8%	12%	5	-2%	-12%	9%	-15%	0%	u
3	COC(C/C=C\[C@@H](O)COCc1ccccc1)OC	2%	0%	4	2%	-15%	42%[activator]	0%	-1%	37%[59 µM]
4	COCc1nnc(NC(=O)CC(C)C)s1	-1%	8%	2	-7%	2%	21%	10%	-3%	-2%[59 µM]
5	CN(C)c1ccc(C2N3CC4(C)CN2CC(C)(C3)C4O)cc1 (stereo not drawn)	21%	13%	-4	-6%	-16%	0%	16%	3%	-24%
6	c1ccc2sc(Cc3nnc4n3CCCCC4)nc2c1	-6%	23%	1	0%	-6%	33%	x	-2%	-12%
7	COc1ccc(C(=O)N2CCN(C3CCC(c4ccccc4)CC3)CC2)cc1OC (stereo not drawn)	-2%	50µM*	8	-7%	2.8µM*	-49%	-10%	-5%	3.2µM*
8	Cc1ccc(/C=N\NC(=O)Cc2noc3ccccc23)cc1	-3%	4%	1	2%	-7%	47%[activator]	-3%	2%	26%[2.33 µM]
9	CC(C)(C)C(=O)C(Cc1ccccc1Cl)n1cncn1 (stereo not drawn)	8%	33%[activator]	3	1%	-2%	35%	-10%	-2%	-45%[59 µM]
10	C[C@]12CCC[C@H](O1)[C@H]([C@@H](O)c1ccccc1)O2	2%	12%	-2	-5%	-11%	28%	15%	4%	17%[2.33 µM]
11	CCOc1ccc(NS(=O)(=O)c2ccc(C(=O)N3CC(C)OC(C)C3)cc2)cc1 (stereo not drawn)	22%	-5%	0	i	-10%	53%[activator]	14%	0%	-7%[12.7 µM]
12	CC1CCN(CCCNC(=O)C2CCC(CNS(=O)(=O)c3cccc4nsnc34)CC2)CC1 (stereo not drawn)	-2%	-15%	-2	-8%	-12%	57%[activator]	-4%	4%	4%
13	CCN(C(=O)C(C)Sc1ccc(S(=O)(=O)N2CCOCC2)cn1)c1ccccc1 (stereo not drawn)	-1%	5%	0	8%	-2%	51%[activator]	2%	7%	u
14	COc1ccccc1NC(=O)C1CCCN(C(=O)NCc2ccccc2)C1 (stereo not drawn)	0%	-5%	-5	4%	-5%	-3%	-4%	-10%	21%
15	O=S(=O)(c1ccccc1Br)N1CCN(c2ncccn2)CC1	-7%	2%	3	-5%	10%	43%[activator]	4%	4%	2%
16	CCOC(=O)c1cnc2ccc(OCC)cc2c1NCc1cccnc1	-6%	5%	-8	-10%	8%	39%[activator]	13%	17%	0%
17	CC(C)(C)C(=O)Nc1c2c(nn1-c1ccccc1)CSC2	-6%	-7%	-3	-2%	4%	41%[activator]	-4%	1%	18%[59 µM]
18	CC(C)N(C(=O)CN1C(=O)NC2(CCCCCC2)C1=O)C(C)C	-10%	-1%	-7	-1%	-8%	11%	0%	2%	15%[59 µM]
19	CSc1ccc(CNC(C)(C)CO)cc1	0%	-3%	1	3%	-11%	-17%	7%	-17%	x
20	CC1CCN(S(=O)(=O)c2ccc(NC(=O)CSc3nnnn3C)cc2)CC1	-13%	11%	-1	-2%	-26%	11%	-11%	0%	7%[59 µM]
21	Cc1ncoc1C(=O)Nc1ccccc1C(N)=O	-4%	5%	30	-2%	-9%	19%	12%	1%	1%[59 µM]
22	N#CCCN(C(=O)Nc1ccccc1)C1CCCCC1	6%	x	-1	-2%	-10%	16%[57 µM]	0%	-1%	x
23	COc1ccc(NC(=O)CCCN2C(=O)COc3ccc(C)cc32)cc1OC	-7%	-13%	-1	x	-24%	-6%	-2%	-8%	-9%[59 µM]
24	Cc1ccccc1CNCc1cccnc1	8%	7%	0	-5%	-9%	-3%	3%	36%[activator]	0%[59 µM]
25	O=C(NC1CCC(O)CC1)c1ccccc1OCc1ccc(F)cc1 (stereo not drawn)	0%	-11%	-2	-9%	-1%	28%	0%	7%	29%
26	CCOc1ccc(Cl)cc1C(c1c(C)[nH][nH]c1=O)c1c(C)[nH][nH]c1=O	22%	-12%	-6	i	-23%	24%	5%	0%	-13%
27	Cc1ccc(-c2cc(-c3ccccc3Cl)[nH]n2)c(O)c1	4%	8%	-2	1%	-20%	35%[activator]	0%	-7%	16%[59 µM]
28	CCCN1C2CCCC1CC(NC(=O)NC1CCCCC1)C2 (stereo not drawn)	-1%	9%	2	i	-11%	36%	-4%	5%	23%
29	Cc1ccc(Cl)cc1NS(=O)(=O)c1ccc2oc(=O)c3ncn(C)c3c2c1	-14%	-21%	-14	0%	6%	31%	19%	6%	-10%[59 µM]
30	COc1ccc(OCC(=O)NS(=O)(=O)c2ccc(Cl)cc2)cc1	4%	1%	-1	9%	-3%	34%	5%	1%	17%[59 µM]
31	COc1ccccc1NC(=O)C/C(C)=N/NC(=O)COc1c(Br)cc(Br)cc1OC	3%	-21%	12	3%	-31%	5%	1%	5%	u
32	CCOC(=O)c1nn(-c2ccc(OCC)cc2)c2nc(CC(C)C)c(C#N)c(=O)n12	0%	0%	3	i	1%	9%	1%	1%	-26%[59 µM]
33	COc1cc2c(=O)c(-c3ccc(O)cc3)coc2cc1OC1OC(CO)C(O)C(O)C1O (stereo not drawn)	-17%	1%	1	-6%	-20%	15%	2%	0%	-1%
34	O=c1c2cc(Br)ccc2nc(-c2ccccc2)n1O	2%	u	-2	2%	-22%	30%	-2%	7%	0%
35	O=C(Cn1c2c(sc1=O)C1c3ccccc3OCC1CS2)Nc1ccc(Cl)cc1 (stereo not drawn)	-2%	u	5	i	-30%	31%	5%	6%	-13%[59 µM]
36	N=C(N=C(N)N)N1CCc2ccccc21	-2%	-1%	-6	3%	u	5%	-1%	3%	7%
37	COCC(=O)Nc1ncc(S(=O)(=O)c2ccc([N+](=O)[O-])cc2)s1	5%	x	-4	0%	u	7%	8%	2%	35µM*
38	CCN1CCN(c2cc(C)c3cc(NC(=O)c4cccc(OC)c4)ccc3n2)CC1	8%	-18%	2	-6%	-7%	24%	-8%	-3%	-23%
39	Cc1cccc(NS(=O)(=O)c2ccc3[nH]c(=O)oc3c2)c1C	5%	x	-1	-2%	-6%	31%	3%	9%	x
40	Cc1c(CC(=O)O)c(=O)oc2cc3c(cc12)CCC(C)(C)O3	-1%	-3%	-2	-5%	-8%	35%	-3%	0%	2%
41	CC(C)N(Cc1ccccc1)C(=O)c1cc2ccc3cccnc3c2[nH]1	-2%	-5%[57.1 µM]	0	i	u	2%	-5%	-9%	-43%[59 µM]
42	Cc1ccn2c(C(=O)N/N=C\c3ccccc3[N+](=O)[O-])c(C)nc2c1	7%	x	0	x	-12%	31%	x	-4%	x
43	CCN(Cc1ccc(OC)c(F)c1)C(C)C(=O)Nc1ccc(S(=O)(=O)N2CCCC2)cc1 (stereo not drawn)	15%	3%	2	6%	-19%	31%	1%	17%	31%[2.33 µM]
44	O=C(CCCc1nc(-c2ccccc2)no1)NC1CCCCC1	6%	5%	3	-11%	-1%	44%[activator]	1%	3%	7%
45	COc1ccc(NC(=O)Nc2cccc3c2O[C@H](CN(C)S(=O)(=O)c2ccc(OC)cc2)[C@@H](C)CN([C@H](C)CO)C3=O)cc1	0%	x	2	-4%	-29%	29%	2%	-5%	x
46	CCOc1ccc(N2C(=O)Nc3ccccc3C2(O)C(=O)NCc2ccc(C)cc2)cc1 (stereo not drawn)	-17%	-3%	0	8%	10%	21%	9%	1%	1%
47	Cc1ccc(NC(=O)Cn2cccc2)cc1	-3%	-23%	7	-3%	-29%	19%	-5%	-5%	u
48	O=C(CCCOc1ccccc1)OCn1nnc2ccccc2c1=O	-28%	26%	-3	8%	23%	92%[activator]	-6%	u	12%
49	CN(C)S(=O)(=O)N1CCC(Oc2ccc(C(=O)NCCc3cscn3)cc2)CC1	-2%	9%	-10	0%	-5%	31%	2%	-9%	35%
50	COc1ccc(NC(=O)N2CCOc3ccc(Cl)cc32)cc1	13%	u	-1	i	-23%	19%	1%	4%	-47%[59 µM]
51	CCCCN(C)C(=O)C(Cc1ccccc1)NS(=O)(=O)c1ccc2c(c1)CCC(=O)N2 (stereo not drawn)	-1%	-3%	-7	8%	-12%	50%[activator]	-1%	u	-9%
52	N#C/C(=C\c1cccc([N+](=O)[O-])c1)C(=O)NCC1CCCO1 (stereo not drawn)	0%	8%	2	-2%	-9%	20%	-9%	0%	2%
53	COc1ccc(S(=O)(=O)N(C)C[C@H]2Oc3c(NC(=O)Nc4ccc5c(c4)OCO5)cccc3C(=O)N([C@H](C)CO)C[C@@H]2C)cc1	0%	x	0	3%	u	8%	1%	u	x
54	COc1ccccc1/C=C1\CCCC2=C1Nc1nnnn1C2c1ccccc1OC (stereo not drawn)	5%	u	-3	-6%	u	7%	-3%	u	10µM*
